Compound activity deposited in PubChem by The Scripps Research Institute Molecular Screening Center.
TAAR1 agonist: agonists of human TAAR1 | activation, % at 3 µM | AID 624467 | CHO RD-HGA16 TAAR1, Fluo-8 calcium fluorescence; vehicle wells 0%, saturating PEA agonist 100% | 360,000 compounds, 0.99% hits | Q96RJ0;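 active means activation above the mean activation of all test compounds in the run plus 3 SD, cut at about 38% in these data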
Target sequence (Q96RJ0 whole entry, looked up): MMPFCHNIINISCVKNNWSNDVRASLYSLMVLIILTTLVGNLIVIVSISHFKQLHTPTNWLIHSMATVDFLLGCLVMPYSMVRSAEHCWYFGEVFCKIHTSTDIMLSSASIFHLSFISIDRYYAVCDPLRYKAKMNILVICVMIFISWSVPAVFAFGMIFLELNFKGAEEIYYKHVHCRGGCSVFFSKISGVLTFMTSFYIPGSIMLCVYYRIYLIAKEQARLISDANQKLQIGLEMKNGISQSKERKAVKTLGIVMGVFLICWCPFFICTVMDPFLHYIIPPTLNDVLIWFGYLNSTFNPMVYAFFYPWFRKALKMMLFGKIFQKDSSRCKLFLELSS
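System: CHO-derived RD-HGA16 cells with stable Gα16 and human TAAR1 / Times: 17-24 h plating, Fluo-8 75 min 37 °C, 30 min RT / Technique: calcium-sensitive Fluo-8 signal, excitation 470-495, emission 515-575 nm / Measure: % activation relative to PEA EC100 response / Benchmarks: DMSO and PEA EC100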
CHRM1 antagonist: blocks human M1 muscarinic receptor; CHO-K1 hM1, Fluo-8 calcium fluorescence, ACh EC80 antagonist; P11229; 360,000 compounds, 1.3% hits; inhibition, % at 3 µM;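 active means percent inhibition above its own plate's cutoff, namely the mean of that plate's compound wells plus 3 SD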;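 further: peak over basal fluorescence ratio during 140 s after agonist addition; 0% = ACh EC80 plus DMSO and 100% = DMSO alone without agonist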
Target sequence (P11229 whole entry, looked up): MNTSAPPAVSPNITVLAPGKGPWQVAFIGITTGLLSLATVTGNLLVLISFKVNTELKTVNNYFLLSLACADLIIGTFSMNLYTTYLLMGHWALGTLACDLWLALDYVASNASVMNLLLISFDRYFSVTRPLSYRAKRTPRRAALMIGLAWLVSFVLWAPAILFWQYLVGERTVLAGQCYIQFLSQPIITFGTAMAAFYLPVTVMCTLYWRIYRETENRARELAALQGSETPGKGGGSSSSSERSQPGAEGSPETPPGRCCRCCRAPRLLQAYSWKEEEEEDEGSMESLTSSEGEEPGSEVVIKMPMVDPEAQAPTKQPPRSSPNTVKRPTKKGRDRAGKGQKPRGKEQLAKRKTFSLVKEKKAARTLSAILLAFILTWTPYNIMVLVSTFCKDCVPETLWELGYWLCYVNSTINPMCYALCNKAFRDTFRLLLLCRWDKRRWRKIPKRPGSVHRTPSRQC
M1 ag: activates human CHRM1 receptor | CHO-K1 hM1, Fluo-8 calcium fluorescence, agonist mode; 0% DMSO, 100% acetylcholine EC100 | activation, % at 3 µM | 360,000 compounds, 0.33% hits;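 active means activation above the run's mean compound activation plus 3 SD, cut at about 16% in these data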;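 further: peak over basal fluorescence ratio within a 140 s kinetic read after compound addition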
TAAR1 antag: human TAAR1 antagonism. 360,000 compounds, 1.5% hits. inhibition, % at 3 µM. CHO RD-HGA16 TAAR1, Fluo-8 calcium fluorescence, antagonist. Q96RJ0;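 active means inhibition above a per-plate cutoff, the mean inhibition of test compounds on that plate plus 3 SD, cut at about 49% in these data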;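 further: 0% = DMSO plus EC80 beta-PEA response and 100% = DMSO alone without agonist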
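Test system: hTAAR1-expressing CHO RD-HGA16 cells, Gα16-coupled; Probe or stimulus: EC80 β-phenethylamine stimulus; Compound dosing: single nominal final test compound concentration of 3 µM; Timing: 140 s kinetic read after compound, 140 s after agonist; Signal: Fluo-8 calcium-sensitive fluorescence; Measure: % inhibition of agonist calcium response; Controls: DMSO and EC80 PEA controls.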
CHO parental Ca: counter-screen for OX1R antagonists: effect in parental CHO cells; parental CHO-K1, ATP-induced calcium, Fluo-8 fluorescence; inhibition, % at 5.6 µM; 330,000 compounds, 0.63% hits;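 active means inhibition above that plate's mean sample inhibition plus 3 SD, cut at about 26% in these data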;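 further: 0% = ATP-challenged DMSO wells and 100% = DMSO wells without ATP; some compounds past the cut are filed as inactive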
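Material: Parental CHO cells | Reagent: ATP | Compound dosing: Single nominal dose of 5.6 µM per compound | Detection: Intracellular calcium via Fluo-8 no-wash fluorescent dye | Read-out: % inhibition of ATP-induced calcium mobilization | Benchmarks: Low control ATP plus DMSO, high control DMSO only | Replicates: Singlicate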
CHO-K1 Ca PAM: nonselective activator or artifact in parental CHO-K1 calcium assay; ATP EC20, Fluo-8 calcium fluorescence; 0% at ATP EC20, 100% at ATP max; AID 602247; activation, % at 3 µM; 360,000 compounds, 0.02% hits;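 active means activation above the run cutoff, the mean activation of all test compounds plus 3 SD, cut at about 40% in these data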;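 further: peak over basal fluorescence ratio in a 140 s read after ATP addition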
CHRM1 PAM: human CHRM1 positive allosteric modulation; activation, % at 3 µM; P11229; 360,000 compounds, 0.088% hits; CHO-K1 hM1, Fluo-8 calcium fluorescence, ACh EC20; 0% = ACh EC20, 100% = maximal ACh; in the data active means activation above about 19%, passing the limit was not always enough
CHO-K1 Ca ag: counter-screen for M1 agonists: effect in parental CHO-K1 cells; Fluo-8 calcium fluorescence; scaled to maximal ATP response, vehicle zero; 360,000 compounds, 0.48% hits; activation, % at 3 µM; in the data active means activation above about 15%;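 further: untransfected CHO-K1 host cells lacking M1 receptor as counterscreen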
CHO-K1 Ca antag: counter-screen for M1 antagonists: effect in parental CHO-K1 cells | ATP-induced calcium, Fluo-8 fluorescence | inhibition, % at 3 µM | 360,000 compounds, 0.6% hits | AID 602250;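 active means inhibition above a per-plate cutoff, the plate's mean sample inhibition plus 3 SD, cut at about 24% in these data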;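 further: 0% = DMSO plus EC80 ATP and 100% = DMSO alone without ATP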
Starred values were filed as active, the others as inactive; nt = no result given.

(1) OC[C@@H]1CN(Cc2cccnc2)C[C@H](n2cnc3c(NC4CCCC4)ncnc32)O1
(2) Cc1ccc2nc(NC(=O)CSc3nc4ccccc4o3)sc2c1
(3) COc1ccc(C2OC(=O)CC2C(=O)NC2CCCCCC2)cc1OC (stereo not given)
(4) CC(C)N(CCn1c(=S)[nH]c2ccccc2c1=O)C(C)C
(5) COc1ccc(-c2cnnc(N/N=C/c3c(C)nn(-c4ccccc4)c3Cl)n2)cc1
(6) O=C(Cn1nc(-c2ccccc2)c2ccccc2c1=O)Nc1ccc2c(c1)nc1n2CCOC1
(7) CCCCCn1c(SCC(=O)OCC)nc2cc(C(=O)NCc3ccco3)ccc2c1=O
(8) O=c1cccccc1NN=C1CCCCCC1
screen / no.	1	2	3	4	5	6	7	8
CHO parental Ca	nt	-15	-13	8	0	-13	-15	-5
CHO-K1 Ca ag	0.5	0.6	8.6	0.1	0.1	1.8	0.2	1.9
CHO-K1 Ca antag	-9	-32	-5	-13	3	-4	-20	-6
CHO-K1 Ca PAM	11	14	6	18	-5	21	4	6
M1 ag	-4	-1	-1	-7	-3	-3	-7	-6
CHRM1 antagonist	-12	3	-2	-6	-5	-6	-4	-16
TAAR1 antag	10	-14	-2	11	-20	8	7	-25
TAAR1 agonist	0	4	4	5	-2	0	0	3
CHRM1 PAM	2	2	0	1	5	12	2	6

(9) CCc1nc2ccc(C(=O)NCCNC(C)=O)cn2c1N(CCC(C)C)CCN(C)C
(10) O=C(NC1CCCC1)c1ccc(CS(=O)(=O)Cc2ccccc2F)o1
(11) O=C(CCc1nnc(CCc2ccccc2)o1)NC(c1cccnc1)C(F)(F)F (stereo not given)
(12) COc1cccc(C2C(C(C)=O)=C(C)Nc3ncnn32)c1 (stereo not given)
(13) Cn1c(CCN2CCCCCC2)nc2cc(NC(=O)Nc3ccccc3)ccc21
(14) N#Cc1c(SCC(=O)N2CCOCC2)nsc1SCC(=O)N1CCOCC1
(15) CN1C(=O)c2ccc(N3CCCC3)cc2C1=O
(16) COc1ccccc1OCC(=O)OCc1cc(-c2ccco2)on1
screen / no.	9	10	11	12	13	14	15	16
CHO parental Ca	nt	-2	15	-1	-10	-14	-11	-1
CHO-K1 Ca ag	0.3	1.1	1.6	2.0	0.4	0.2	4.1	0.1
CHO-K1 Ca antag	11	-8	-12	-12	-3	11	-19	-11
CHO-K1 Ca PAM	-10	4	7	14	-7	-5	6	0
M1 ag	-4	-2	0	-4	-5	-2	-7	-4
CHRM1 antagonist	-3	-8	-11	-13	-2	8	2	-6
TAAR1 antag	-18	-14	-32	nt	-14	-12	-12	-3
TAAR1 agonist	1	1	5	nt	-1	2	4	-3
CHRM1 PAM	-1	5	8	9	-5	-3	-7	9

7 entries from above, set out differently:
Under each structure – CHO parental Ca | CHO-K1 Ca ag | CHO-K1 Ca antag | CHO-K1 Ca PAM | M1 ag | CHRM1 antagonist | TAAR1 antag | TAAR1 agonist | CHRM1 PAM
(10) O=C(NC1CCCC1)c1ccc(CS(=O)(=O)Cc2ccccc2F)o1
→ -2 | 1.1 | -8 | 4 | -2 | -8 | -14 | 1 | 5
(11) O=C(CCc1nnc(CCc2ccccc2)o1)NC(c1cccnc1)C(F)(F)F (stereo not given)
→ 15 | 1.6 | -12 | 7 | 0 | -11 | -32 | 5 | 8
(12) COc1cccc(C2C(C(C)=O)=C(C)Nc3ncnn32)c1 (stereo not given)
→ -1 | 2.0 | -12 | 14 | -4 | -13 | nt | nt | 9
(13) Cn1c(CCN2CCCCCC2)nc2cc(NC(=O)Nc3ccccc3)ccc21
→ -10 | 0.4 | -3 | -7 | -5 | -2 | -14 | -1 | -5
(14) N#Cc1c(SCC(=O)N2CCOCC2)nsc1SCC(=O)N1CCOCC1
→ -14 | 0.2 | 11 | -5 | -2 | 8 | -12 | 2 | -3
(15) CN1C(=O)c2ccc(N3CCCC3)cc2C1=O
→ -11 | 4.1 | -19 | 6 | -7 | 2 | -12 | 4 | -7
(16) COc1ccccc1OCC(=O)OCc1cc(-c2ccco2)on1
→ -1 | 0.1 | -11 | 0 | -4 | -6 | -3 | -3 | 9

Next records:
(17) CC(C)N(Cc1ccccc1)C(=O)CCS(=O)(=O)c1ccc2c(c1)oc(=O)n2C
(18) NS(=O)(=O)c1ccc(N2C(=O)C3C4CC(C(Br)C4Br)C3C2=O)cc1 (stereo not given)
(19) COc1cccc(Nc2nnc(SCc3nc4ccccc4s3)s2)c1
(20) CCCCN(CC)CCNc1c(N2CCN(C(=O)OCC)CC2)c(=O)c1=O
(21) O=C1C2C3C=CC(C3=C(c3ccccc3)c3ccccc3)C2C(=O)N1Cc1ccccc1 (stereo not given)
(22) CC(C)(C)c1ccc(C(CC(=O)O)NC(=O)CSc2ccccc2)cc1 (stereo not given)
(23) CCc1nc2cc([N+](=O)[O-])c([N+](=O)[O-])cc2[nH]1
(24) COc1ccc2nccc(C(N)=O)c2c1
screen / no.	17	18	19	20	21	22	23	24
CHO parental Ca	-15	nt	-14	1	-21	-9	-2	-2
CHO-K1 Ca ag	0.6	-0.2	2.1	0.5	0.1	0.0	3.8	0.0
CHO-K1 Ca antag	-12	11	-8	-17	-6	1	2	-14
CHO-K1 Ca PAM	18	-10	7	-1	9	5	17	18
M1 ag	-3	-2	-6	-9	0	-6	-3	-2
CHRM1 antagonist	-10	3	3	2	5	-6	17	-15
TAAR1 antag	-11	14	-11	13	5	-1	-14	7
TAAR1 agonist	3	4	14	5	-3	2	4	3
CHRM1 PAM	4	2	4	6	0	6	-9	10

(25) Cc1ccc(C)c(N2CCN(C(=O)CCc3nc(-c4ccccc4C(F)(F)F)no3)CC2)c1
(26) Cc1cccc(-n2nc3c(c2NC(=O)c2ccc(S(=O)(=O)N4CCOCC4)cc2)CSC3)c1C
(27) CCCn1c(N)c(C(=O)COC(=O)CNC(=O)c2ccccc2OCC)c(=O)[nH]c1=O
(28) CC(=O)c1ccc(-n2nnnc2SCC(=O)Nc2sc(C)c(C)c2C#N)cc1
(29) COC(=O)CN1C(=O)COc2ccc(S(=O)(=O)NCc3ccccc3)cc21
(30) CN(CC(=O)Nc1ccccc1)CC(=O)Nc1ccc(F)cc1
(31) COc1ccc(COC(=O)C2=C(C)NC(=O)NC2c2ccc(O)cc2)cc1 (stereo not given)
(32) O=S(=O)(NCCCCCCNS(=O)(=O)c1c(F)cccc1F)c1ccc2c(c1)OCCO2
screen / no.	25	26	27	28	29	30	31	32
CHO parental Ca	-7	nt	-4	-13	-5	-18	-2	-4
CHO-K1 Ca ag	6.1	0.5	0.3	0.9	0.3	0.9	0.7	7.2
CHO-K1 Ca antag	0	-22	-4	-4	-1	0	3	-11
CHO-K1 Ca PAM	6	5	3	15	-8	-7	14	11
M1 ag	0	-9	-3	-7	-3	-4	0	-7
CHRM1 antagonist	24	-11	1	-3	-12	-10	-6	15
TAAR1 antag	68*	5	13	-2	-12	-10	-3	18
TAAR1 agonist	7	6	3	3	2	5	7	11
CHRM1 PAM	-18	9	3	3	10	9	8	-10

(33) CCN(CC)S(=O)(=O)c1ccc(C(=O)Nc2ccc(Cc3ccncc3)cc2)cc1
(34) COc1ccccc1CNC(=O)[C@@H]1CCCN1C(=O)C1CCN(S(=O)(=O)c2ccc(C)cc2)CC1
(35) CCOC(=O)C1(Cc2cccc(OC)c2)CCN(Cc2ccc(C)s2)CC1
(36) CCc1noc(C)c1C(=O)N1CCC(CCC(=O)Nc2cccc(OC)c2)CC1
(37) COc1ccc2c(c1)C=CC1(O2)N(CCO)c2ccccc2C1(C)C (stereo not given)
(38) Cc1ccc(Cl)cc1N1CCN(C(=O)COc2ccc3c(c2)CCC3)CC1
(39) O=C(NN1C(=O)/C(=C/C=C/c2ccco2)SC1=S)c1ccncc1
(40) Fc1cccc2sc(Nc3nnc(-c4ccco4)o3)nc12
screen / no.	33	34	35	36	37	38	39	40
CHO parental Ca	85*	-17	-10	-7	-10	-8	-9	41*
CHO-K1 Ca ag	15*	0.3	5.9	1.4	0.2	0.5	7.6	1.6
CHO-K1 Ca antag	16	-7	6	-1	-5	-4	1	-7
CHO-K1 Ca PAM	-21	10	-2	-3	-7	17	14	19
M1 ag	0	-4	-8	-4	-3	-9	-1	0
CHRM1 antagonist	26	-6	10	-13	-8	-9	-10	16
TAAR1 antag	56*	4	-1	-6	nt	-8	-19	3
TAAR1 agonist	21	5	18	0	nt	-1	1	4
CHRM1 PAM	-14	6	-7	7	4	0	10	-1

(41) COc1ccc(S(=O)(=O)N(C)c2ccc(C(=O)N3CCOCC3)cc2)cc1OC
(42) O=C(NCc1ccco1)/C(=C/C=C/c1ccccc1)NC(=O)c1ccco1
(43) Cc1ccc([N+](=O)[O-])cc1NC(=S)NC(=O)c1c(Cl)cnn1C
(44) CC(C)(C)C(=O)c1c(N)[nH]c(C(=O)c2ccccc2)c1-c1ccc(C(F)(F)F)cc1
(45) Cc1ccc(S(=O)(=O)N2CCCC(C(=O)NCCc3ccccc3)C2)cc1 (stereo not given)
(46) COc1ccc(C(=O)NC2CCSc3ccccc32)cc1F (stereo not given)
screen / no.	41	42	43	44	45	46
CHO parental Ca	-8	-15	nt	nt	-48	-17
CHO-K1 Ca ag	1.5	1.1	1.5	0.3	0.0	1.6
CHO-K1 Ca antag	-13	-2	-13	-17	-2	-18
CHO-K1 Ca PAM	-4	18	3	23	-25	13
M1 ag	-1	-2	-3	nt	-5	-8
CHRM1 antagonist	15	-11	-7	nt	13	9
TAAR1 antag	-22	-20	-14	-29	-16	19
TAAR1 agonist	1	15	-1	5	3	3
CHRM1 PAM	-10	10	7	nt	0	-2
